Screening results: PubChem, National Center for Advancing Translational Sciences (NCATS)
Tau fluor counter: counter-screen for tau fibril formation inhibitors | tau K18 P301L Alexa594 fluorescence, heparin fibrillization | Potency, µM (top dose mostly 57.7 µM), for the others: top-dose activity change, negative = decrease | hit rate 0.93% among 280,000; further: on the % scale 0 is the no-effect control and ±100 the full control effect; nearly all actives have a fitted effect of over 55% in size
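Human tau K18 P301L (15 uM unlabeled, 0.24 uM Alexa 594-labeled) in 100 mM sodium acetate pH 7 with 20 uM heparin, 6 hr at 37 C. ThT 30 uM added, 1 hr ambient; Alexa 594 FP and total fluorescence read at 555/632 nm.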
Tau fibril ThT: inhibitors of human tau fibril formation, thioflavin T binding. P10636. AID 1460. hit rate 2.1% among 270,000. recombinant tau K18 P301L, heparin-induced fibrillization, ThT fluorescence. Potency, µM (series often up to 57.4 µM), without a hit: at the top dose activity, negative = inhibition, hits mostly inhibitors; further: on the % scale 0 is the no-effect control and ±100 the full control effect; nearly all actives have a fitted effect of over 55% in size
Target sequence (P10636 561-689 P618L limits assumed): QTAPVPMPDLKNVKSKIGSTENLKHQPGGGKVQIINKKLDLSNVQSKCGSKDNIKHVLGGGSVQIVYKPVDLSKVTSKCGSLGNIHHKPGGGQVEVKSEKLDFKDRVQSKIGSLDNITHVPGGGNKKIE
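Fibril formation assay: tau K18 P301L at 15 uM with trace Alexa 594 label, heparin inducer 20 uM, pH 7 sodium acetate buffer, 37 C for 6 hr; endpoint ThT signal.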
aGal spleen mod: inhibits or activates alpha-galactosidase in human spleen homogenate; P06280; human spleen homogenate, 4MU-alpha-Gal fluorescence, 40 min; Potency, µM (highest dose often 80 µM), inactives show at the highest dose activity change, negative = inhibition, usual class: inhibitors; hit rate 0.008% among 240,000; AID 2107;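 further: 0% = enzyme with vehicle and -100% = no enzyme basal signal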
Target sequence (P06280 32-429 limits assumed): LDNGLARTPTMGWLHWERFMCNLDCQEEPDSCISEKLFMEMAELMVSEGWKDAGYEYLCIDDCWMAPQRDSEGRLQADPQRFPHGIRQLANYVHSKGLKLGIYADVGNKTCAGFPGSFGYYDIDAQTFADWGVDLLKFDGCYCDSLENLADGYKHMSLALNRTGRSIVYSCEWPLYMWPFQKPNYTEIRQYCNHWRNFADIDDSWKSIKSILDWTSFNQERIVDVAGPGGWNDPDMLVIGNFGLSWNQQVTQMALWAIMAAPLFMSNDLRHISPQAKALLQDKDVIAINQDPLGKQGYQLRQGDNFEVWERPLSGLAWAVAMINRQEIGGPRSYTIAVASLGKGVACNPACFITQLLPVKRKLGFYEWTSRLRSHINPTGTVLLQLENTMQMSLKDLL
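Fluorogenic readout (Ex 365/Em 440 nm) of 4-methylumbelliferone released from 1 mM 4-MU-alpha-galactoside by spleen homogenate, 40 min at 37C, pH 5.0. Data normalized to no-enzyme and enzyme controls; Hill-equation AC50 from compound titrations.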
GAA inhib: inhibitors of human lysosomal alpha-glucosidase; P10253; purified human GAA, 4-MU-alpha-glucoside fluorescence; Potency, µM (titrated, usually from 76.9 µM), without a hit: at the top dose activity change, negative = inhibition, hits mostly inhibitors; hit rate 0.005% among 200,000;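 further: plate controls were uninhibited enzyme wells for no effect and no-enzyme background for full effect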
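Endpoint fluorogenic read: 20 min room-temperature reaction of 4 nM human alpha-glucosidase with 400 uM 4-methylumbelliferyl-alpha-D-pyranoside, pH 5.0, quenched with 1M NaOH/1M glycine pH 10. AC50 from Hill modeling.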
GAA spleen mod: inhibits or activates alpha-glucosidase in human spleen homogenate; hit rate 0.006% among 240,000; human spleen homogenate, 4-MU-alpha-glucoside fluorescence; Potency, µM (titrated, usually from 79.9 µM), inactives show at the top dose activity change, negative = inhibition, usual class: inhibitors;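 further: 0% = enzyme with vehicle and -100% = no enzyme basal signal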
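Enzyme source: human spleen homogenate, 1 ug/well. Buffer 50 mM citric acid/K phosphate pH 5.0, 0.01% Tween-20. 4-MU-alpha-glucoside 1 mM; 37 C x 40 min; NaOH/glycine stop; fluorescence.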
Tau fibril FP: blocks human tau fibril formation measured by polarization | K18 P301L tau heparin fibrillization, Alexa594 FP, 6 h | AID 1468 | Potency, µM (doses to about 57.7 µM), without a hit: at the highest dose activity, negative = inhibition, actives largely listed as inhibitors | hit rate 0.39% among 280,000 | P10636; further: on the % scale 0 is the no-effect control and ±100 the full control effect; nearly all actives have a fitted effect of over 55% in size
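Human K18 P301L fragment (15 uM unlabeled plus 0.24 uM Alexa 594-labeled) in 100 mM sodium acetate pH 7 with compound, aggregation induced by 20 uM heparin for 6 hr at 37 C. ThT (30 uM) added for 1 hr, then Alexa 594 FP read.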
HTT cytoprotect: protects HTT-Q103 PC12 cells, measured by ATP; PC12 HTT-Q103 induced, cytoprotection, ATP luminescence, 40 h; hit rate 0.14% among 230,000; Potency, µM (series often up to 56.4 µM), without a hit: cytoprotection (ATP increase), hits mostly activators;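 further: % of control where 0% means no effect; nearly all actives have a fitted effect of over 45% in size; toxic huntingtin expression switched on by the ecdysone agonist tebufenozide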
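Compounds were screened for protection of PC12 cells against cell death after tebufenozide induction (100 nM final) of mutant Huntingtin exon 1 (Q103) fused to GFP.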
GAA glycogen mod: inhibitors or activators of human alpha-glucosidase glycogen cleavage | P10253 | recombinant GAA, glycogen substrate, Amplex Red glucose oxidase fluorescence | Potency, µM (doses to about 76.4 µM), inactives show top-dose activity change, negative = inhibition, most hits filed as inhibitors | hit rate 0.38% among 300,000 | AID 2100;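 further: 0% = full enzyme reaction and -100% = no-enzyme basal signal; the screen sought inhibitors and activators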
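qHTS, 1536-well; enzyme 4 nM final; cpd up to 77 uM; substrate bovine liver glycogen 30 ug; 50 mM citrate/phosphate pH 5.0, 0.01% Tween-20; 37 C, 40 min; Amplex Red detection 45 min RT; Hill fit → AC50.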
Numbers without * were called inactive; u = inconclusive; x = not tested or not shown; [ ] = dose if it differs, or a comment. The call rests on the fitted dose curve; in most records, active means well fitted curve in the direction sought with a large enough effect; inconclusive means small, poorly fitted or top-dose-only effect, or another doubt; inactive means no such curve, though single readings can be large; an effect the other way counts as inactive or inconclusive. Potency means the concentration at half of the fitted maximal effect.

#1 O=C(Nc1ccc2c(c1)OCO2)c1ccc(Br)c(S(=O)(=O)N2CCCC2)c1
#2 O=C(Nc1ccccc1N1CCN(c2ccccc2)CC1)c1cccc(F)c1
#3 COc1cc(OC)nc(NC(=S)NC(=O)c2ccccc2)n1
#4 Cc1ccc(-c2nc(N3CCOCC3)sc2C(=O)N2CCCCC2)cc1
#5 Nc1nc(SCC(=O)N2CCCC2)[nH]c(=O)c1NC(=O)c1cccs1
#6 COCCNCCCOc1ccc(Br)cc1Cl
compound no.	1	2	3	4	5	6
Tau fluor counter	u	-29%	-7%	-4%	-6%	8%
HTT cytoprotect	-7%	-5%	8%[10 µM]	-14%[10 µM]	1%[10 µM]	0%[0.074 µM]
GAA spleen mod	1%	-2%	8%	-7%	-1%	1%
aGal spleen mod	6%	3%	-1%	-19%	2%	-1%
Tau fibril FP	8%	-8%	3%	0%	-1%	-4%
GAA glycogen mod	-14%	-5%	-4%	7%	0%	5%
Tau fibril ThT	-15%	u	u	-1%	0%	11%
GAA inhib	-3%	0%	1%	4%	x	-9%

#7 O=C(Nc1cccc(F)c1)NC1CCCCC1
#8 O=C(N1CCCC1)C12CC3CC(CC(C3)C1)C2
#9 O=S(=O)(c1ccc(Cl)cc1)N1CCN(C2CCCCCC2)CC1
#10 Cc1ccc(C(=O)NCCc2sc(C)nc2C)cc1
#11 CCn1c(C)nc2cc(C(=O)n3cc(C(=O)c4cc(F)ccc4O)cn3)ccc21
#12 O=C(CCc1nc2ccccc2[nH]1)NC1CCCCC1
compound no.	7	8	9	10	11	12
Tau fluor counter	-10%	-4%	-7%	-2%	-11%	2%
HTT cytoprotect	-8%	-5%[10 µM]	0%	-5%[10 µM]	0%[10 µM]	-12%[10 µM]
GAA spleen mod	-1%	1%	-5%	3%	-3%	3%
aGal spleen mod	-11%	4%	2%	6%	5%	4%
Tau fibril FP	0%	-15%	12%	-1%	-8%	10%
GAA glycogen mod	-4%	1%	5%	7%	-3%	-1%
Tau fibril ThT	5%	-4%	-15%	-8%	u	0%
GAA inhib	u	2%	4%	-20%	-2%	4%

2 compounds from above with just Tau fluor counter and HTT cytoprotect:
cpd	canonical_smiles	Tau fluor counter	HTT cytoprotect
8	O=C(N1CCCC1)C12CC3CC(CC(C3)C1)C2	-4%	-5%[10 µM]
12	O=C(CCc1nc2ccccc2[nH]1)NC1CCCCC1	2%	-12%[10 µM]

(next part)
#13 O=C(/C=C/c1ccc[nH]1)c1ccccc1
#14 Cc1ccc(NC(=O)COC(=O)c2ccc3c(c2)C(=O)N(CCc2ccccc2)C3=O)c(C)c1
#15 O=C(NCCc1ccccc1)C(=O)NCC1OCCN1S(=O)(=O)c1ccc([N+](=O)[O-])cc1 (configuration not stated)
#16 Cc1cccc(CN2CCN(CC(=O)NCc3ccc(Cl)cc3)C2=O)c1
#17 CS(=O)(=O)N(CC(=O)Nc1ccccc1-c1ccccc1)c1cccc(F)c1
#18 O=S(=O)(c1cccc(Cl)c1)c1nnn2c1nc(NC1CCCC1)c1sccc12
compound no.	13	14	15	16	17	18
Tau fluor counter	-8%	7%	-15%	-5%	-5%	-7%
HTT cytoprotect	14%[10 µM]	-2%[10 µM]	-15%	x	-9%[10 µM]	x
GAA spleen mod	-5%	-7%	1%	x	-2%	x
aGal spleen mod	-6%	4%	0%	x	-17%	x
Tau fibril FP	12%	-2%	8%	-5%	0%	u
GAA glycogen mod	-15%	6%	7%	14%[76.3 µM]	-15%	16%[76.3 µM]
Tau fibril ThT	u	6%	-9%	-1%	3%	12%
GAA inhib	-6%	4%	-3%	x	9%	x

#19 CCC(C(=O)OCC(=O)Nc1ccc(C(N)=O)cc1)c1ccccc1 (configuration not stated)
#20 Cc1nn(CC(=O)NC(C)C)c(C)c1[N+](=O)[O-]
#21 COc1ccc(C)cc1NC(=O)CN(c1ccc(C)cc1)S(C)(=O)=O
#22 COc1cccc(C(=O)COC(=O)c2ccc(NC(C)=O)cc2)c1
#23 COc1ccc(NC(=O)C2CC(=O)N(c3cc(C)ccc3C)C2)cc1 (configuration not stated)
#24 Cc1cccc(NC(=O)CN2NS(=O)(=O)c3ccccc3C2=O)c1
compound no.	19	20	21	22	23	24
Tau fluor counter	-12%	-5%	-6%	-8%	-7%	-7%
HTT cytoprotect	-33%[inhibitor]	u	-35%[inhibitor]	x	-12%[0.074 µM]	0%
GAA spleen mod	-2%	-2%	0%	-5%	-7%	0%
aGal spleen mod	0%	7%	2%	-3%	2%	4%
Tau fibril FP	2%	-1%	-4%	-14%	-3%	-1%
GAA glycogen mod	3%	0%	8%	1%	4%	-2%
Tau fibril ThT	-7%	-3%	2%	u	-5%	-7%
GAA inhib	3%	5%	5%	6%	2%	-3%

#25 COc1ccc(NC(=O)c2csc(Cc3ccc(Cl)cc3)n2)cc1
#26 COc1ccc(N2CC(C(=O)N/N=C/c3ccccc3)CC2=O)cc1 (configuration not stated)
#27 CCn1ncc(Br)c1C(=O)Nc1sc2c(c1C(N)=O)CCC2
#28 COc1cc(OC)c(-c2noc(C(=O)OC(C)(C)C)c2C(=O)OC(C)(C)C)c(OC)c1
#29 O=C(NCc1ccco1)C1CCCCN1S(=O)(=O)c1ccc(F)cc1 (configuration not stated)
#30 Cc1ccc2nc(C)cc(OCC(=O)O)c2c1
compound no.	25	26	27	28	29	30
Tau fluor counter	-21%	-10%	8%	-11%	-5%	2%
HTT cytoprotect	18%	6%[10 µM]	-15%[0.074 µM]	x	-6%	-10%
GAA spleen mod	3%	3%	-12%	-3%	-3%	-2%
aGal spleen mod	-6%	3%	-7%	-5%	-6%	-10%
Tau fibril FP	10%	-1%	0%	-5%	-2%	-1%
GAA glycogen mod	2%	-9%	u	12%	1%	16%
Tau fibril ThT	u	-5%	12%	-4%	-10%	-5%
GAA inhib	-8%	u	-3%	-14%	-4%	3%

#31 Cc1ccnc(NC(=O)c2ccc(Cl)c(NC(=O)C(C)Oc3ccccc3)c2)c1 (configuration not stated)
#32 O=C1N/C(=N\N=C\c2ccc3ncccc3c2)SC1Cc1ccc(SC(F)F)cc1 (configuration not stated)
#33 CN1CCc2c(sc3nc(SCC(=O)N4CCOCC4)nc(N)c23)C1
#34 Cc1cc(C)n(CCC(=O)N=Nc2c(O)[nH]c3ccc(Br)cc23)n1
#35 Cc1cc(SCC(=O)c2ccccc2)n2nc(C)nc2n1
#36 COc1ccc(C2=CC(=O)CC(c3ccccc3)C2)cc1 (configuration not stated)
compound no.	31	32	33	34	35	36
Tau fluor counter	-16%	-21%	-13%	u	3%	-4%
HTT cytoprotect	4%[10 µM]	-46%[inhibitor]	-16%	33%[10 µM]	34%[10 µM]	0%
GAA spleen mod	3%	-4%	2%	0%	1%	-3%
aGal spleen mod	-7%	-15%	16%	5%	-1%	6%
Tau fibril FP	10%	-11%	-14%	-9%	13%	4%
GAA glycogen mod	-13%	1%	29%	-2%	-2%	-8%
Tau fibril ThT	-13%	-19%	u	u	3%	-6%
GAA inhib	x	-9%	9%	x	-3%	11%

#37 CC1CCN(S(=O)(=O)c2cccc(C(=O)NCc3ccco3)c2)CC1
#38 O=S(=O)(NCC1CCCO1)c1ccc(Br)s1 (configuration not stated)
#39 CC(C)CC(NC(=O)c1ccc(C#CC(C)(C)O)s1)C(=O)O (configuration not stated)
#40 CC(NS(=O)(=O)/C=C/c1ccccc1)C(=O)O (configuration not stated)
#41 O=C(Cc1ccccc1)Nc1cc(Cl)ccc1Sc1ccccc1
#42 NS(=O)(=O)c1ccc(CCNC(=O)CN2CCN(c3ccc(F)cc3)CC2)cc1
#43 COc1ccccc1-n1c(-c2cn(C)nc2C)n[nH]c1=S
compound no.	37	38	39	40	41	42	43
Tau fluor counter	-10%	5%	-3%	5%	-1%	-3%	-5%
HTT cytoprotect	10%[10 µM]	13%	17%[10 µM]	-10%	x	11%[0.074 µM]	26%[10 µM]
GAA spleen mod	-3%	-18%	3%	1%	-5%	-1%	-1%
aGal spleen mod	4%	-15%	-7%	7%	-4%	1%	1%
Tau fibril FP	-6%	2%	4%	0%	-6%	-11%	-4%
GAA glycogen mod	1%	5%	11%	-1%	11%	-16%	3%
Tau fibril ThT	-11%	4%	-5%	7%	-4%	-7%	-7%
GAA inhib	-16%	-3%	12%	-5%	2%	-1%	-3%

Single records (already shown).
CC(NS(=O)(=O)/C=C/c1ccccc1)C(=O)O (configuration not stated) as listed: Tau fluor counter: 5%; HTT cytoprotect: -10%; GAA spleen mod: 1%; aGal spleen mod: 7%; Tau fibril FP: 0%; GAA glycogen mod: -1%; Tau fibril ThT: 7%; GAA inhib: -5%
NS(=O)(=O)c1ccc(CCNC(=O)CN2CCN(c3ccc(F)cc3)CC2)cc1 as listed: Tau fluor counter: -3%; HTT cytoprotect: 11%[0.074 µM]; GAA spleen mod: -1%; aGal spleen mod: 1%; Tau fibril FP: -11%; GAA glycogen mod: -16%; Tau fibril ThT: -7%; GAA inhib: -1%
O=C(Cc1ccccc1)Nc1cc(Cl)ccc1Sc1ccccc1 as listed: Tau fluor counter: -1%; HTT cytoprotect: x; GAA spleen mod: -5%; aGal spleen mod: -4%; Tau fibril FP: -6%; GAA glycogen mod: 11%; Tau fibril ThT: -4%; GAA inhib: 2%
